Compound activity: PubChem BioAssay, National Center for Advancing Translational Sciences (NCATS)
ALOX15B inhib: inhibitors of human 15-lipoxygenase 2 (ALOX15B) | purified 15hLO-2, xylenol orange hydroperoxide absorbance | Potency, µM (top dose mostly 57.1 µM), for inactives: at the top dose activity change, negative = inhibition, usual class: inhibitors | 110,000 tested, 0.56% active | AID 881; also: potency is read from the fitted curve at half-maximal effect; nearly all actives have a fitted effect of over 60% in size; many of its hits are not listed in these tables
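Enzyme 50 nM, AA 45 uM, 25 mM Hepes pH 7.5 + 0.01% Triton X-100; cpd preinc 15 min RT, rxn 90 min RT; stop/detect with 200 uM XO + 300 uM Fe(II) in 50 mM H2SO4, 30 min; A573/A405.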
IMPase inh: membrane-permeable compound that blocks inositol monophosphatase | 120,000 tested, under 10 active | P97697 | AID 901 | inhibition (IP1 accumulation), % at 46.1 µM | CHO-M1 cells, IP1 accumulation, HTRF TR-FRET ratio; active = well fitted curve in the direction sought with a large enough effect in the signal ratio, not every such curve was filed as active; inconclusive = small, poorly fitted or top-dose-only effect, or a change in a side signal; inactive = no such curve, though single readings can be large or run the other way; the % refers to the signal ratio;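 also: cells stimulated with carbachol in lithium chloride buffer; plate controls were DMSO basal wells for no effect and reference inhibitor wells for full effect; higher means more IMPase inhibition seen as more IP1 and lower FRET ratio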
Target sequence (P97697 whole entry, looked up): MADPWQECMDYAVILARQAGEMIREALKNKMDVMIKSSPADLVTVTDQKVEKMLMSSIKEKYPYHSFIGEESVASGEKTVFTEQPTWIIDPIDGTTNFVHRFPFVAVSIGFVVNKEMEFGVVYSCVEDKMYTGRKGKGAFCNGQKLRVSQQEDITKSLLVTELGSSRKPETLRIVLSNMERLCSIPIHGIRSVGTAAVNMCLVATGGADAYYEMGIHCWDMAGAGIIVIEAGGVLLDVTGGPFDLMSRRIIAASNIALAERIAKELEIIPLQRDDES
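Measured: the HTRF emission ratio (665/620 nm) plus the 620 nm donor channel, each fitted to the Hill equation to give AC50. Cells were CHO-M1 given compounds up to 46 uM and a 30 min carbachol stimulation at 37C.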
12-hLO inh: inhibitors of human 12-lipoxygenase (ALOX12) | P18054 | purified 12-hLO, xylenol orange hydroperoxide absorbance | Potency, µM (series often up to 57.1 µM), inactives show at the highest dose activity change, negative = inhibition, actives largely listed as inhibitors | 150,000 tested, 0.12% active; also: potency is read from the fitted curve at half-maximal effect; nearly all actives have a fitted effect of over 55% in size; many of its hits are not listed in these tables
Target sequence (P18054 whole entry, looked up): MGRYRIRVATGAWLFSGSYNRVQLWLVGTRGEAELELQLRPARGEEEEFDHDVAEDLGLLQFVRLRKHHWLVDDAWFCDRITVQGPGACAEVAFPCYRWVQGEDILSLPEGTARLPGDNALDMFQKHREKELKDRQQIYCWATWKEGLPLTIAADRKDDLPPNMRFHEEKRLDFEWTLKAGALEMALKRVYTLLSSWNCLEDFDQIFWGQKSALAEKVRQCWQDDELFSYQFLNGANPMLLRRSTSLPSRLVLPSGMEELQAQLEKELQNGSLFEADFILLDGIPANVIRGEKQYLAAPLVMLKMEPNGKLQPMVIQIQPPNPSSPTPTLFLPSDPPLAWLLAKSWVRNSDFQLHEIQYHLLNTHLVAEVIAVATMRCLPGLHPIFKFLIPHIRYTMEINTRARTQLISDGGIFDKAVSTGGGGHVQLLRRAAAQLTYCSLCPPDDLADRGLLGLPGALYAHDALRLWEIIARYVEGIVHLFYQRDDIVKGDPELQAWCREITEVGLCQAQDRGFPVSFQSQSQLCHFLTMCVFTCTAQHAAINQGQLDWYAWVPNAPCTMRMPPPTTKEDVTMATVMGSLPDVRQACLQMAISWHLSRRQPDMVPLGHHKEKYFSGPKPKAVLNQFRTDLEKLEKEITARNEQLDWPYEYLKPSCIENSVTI
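Xylenol orange chromogenic assay: hydroperoxide from 12hLO oxidises Fe(II), giving red-shifted Fe(III)-XO absorbance. Conditions: 150 nM enzyme, 40 uM arachidonic acid, 25 mM Hepes pH 7.0, 0.01% Triton X-100, 30 min, room temperature.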
PNC inhibitor: inhibitors of perinucleolar compartment assembly | activity change (PNC), negative = inhibition, % at 10 µM | PC3M PTB-GFP, PNC prevalence imaging, 16 h; hits give low values | 140,000 tested, 3.1% active;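 active = readout at or below -70, meaning at least 70% loss of cells showing the perinucleolar compartment, a nuclear body marking cancer cells; inconclusive = readout between -30 and a set limit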;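 also: plate controls were DMSO wells for no effect and camptothecin positive control wells for full effect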
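PC3M cells stably expressing PTB-GFP, 750–1000 cells/well, treated 16 h at 37 °C with compound (23 nl of library stock), in duplicate. After paraformaldehyde fixation and Hoechst stain, imaged at 20x; PNC prevalence scored by image analysis.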
* marks the source's active call; other numbers are inactive results; u = inconclusive; x = not tested or not shown; & = joins results of further samples; [ ] = dose if it differs, or a comment. Unless noted, calls follow the shape of the dose curve; as a rule, active = well fitted curve in the direction sought with a large enough effect; inconclusive = small, poorly fitted or top-dose-only effect, or another doubt; inactive = no such curve, though single readings can be large; an effect the other way counts as inactive or inconclusive. Unless noted, % is scaled to controls: 0 for no effect and ±100 for the full control effect. Only part of the results is shown. The share of hits here may be higher or lower than overall.

Preview, three compounds:
compound	ALOX15B inhib	IMPase inh	12-hLO inh	PNC inhibitor
Cn1c(CNC(=O)c2ccco2)nnc1SCC(=O)Nc1cccc(Br)c1	14%	1	-1%	-17
COCC(=O)NCc1nc2ccccc2n1Cc1ccccc1F	0%	5	3%	u
CCOc1ccc(/C=C/C(=O)Nc2ccccc2C(F)(F)F)cc1	x	x	2%	34

This part in full, from the first entry:
compound	ALOX15B inhib	IMPase inh	12-hLO inh	PNC inhibitor
Cn1c(CNC(=O)c2ccco2)nnc1SCC(=O)Nc1cccc(Br)c1	14%	1	-1%	-17
COCC(=O)NCc1nc2ccccc2n1Cc1ccccc1F	0%	5	3%	u
CCOc1ccc(/C=C/C(=O)Nc2ccccc2C(F)(F)F)cc1	x	x	2%	34
O=C(O)c1ccccc1SC1CC(=O)N(c2ccccc2)C1=O (stereo not given)	x	x	-3%	64
NC(=O)c1ccc(NC(=O)CCCc2nc(-c3ccccc3Cl)no2)cc1	0%	-7	-1%	7
O=c1oc2ccc3ccccc3c2cc1-c1nnc(-c2cccs2)o1	x	x	1%	-6
N#Cc1c(-n2cccc2/C=N/O)sc2c1CCCC2	-29%	-3	-15%	u
COc1ccc(CNC(=S)Nc2cc(C)cc(C)c2)cc1	u	9	u	-7
CCCn1nc2ccccc2c1P(=N)(N1CCOCC1)N1CCOCC1	4%	u	-1%	-29
CC(NC(=O)C1CCCN(S(=O)(=O)c2cccc3nonc23)C1)c1ccccc1 (stereo not given)	-4%	-2	4%	-23
COc1ccc(OC)c(-n2c(-c3cnccn3)n[nH]c2=S)c1	10%	-13	0%	1
COCC(=O)N1CCC2(CC1)CCN(c1ccccn1)CC2	-1%	x	4%	x

(listing goes on)
compound	ALOX15B inhib	IMPase inh	12-hLO inh	PNC inhibitor
CC(C)COC(=O)COc1cc(Cl)c(Cl)cc1Cl	-1%	x	-10%	x
NC(=O)C1CCCN(CCc2ccccc2)C1 (stereo not given)	7%	-1	-3%	28
Cc1ccc(C(=O)Nc2ccc(Oc3ccc(C(=O)O)c(C(=O)O)c3)cc2)cc1C	-18%	-6	3%	u
CCC1CCC/C1=N\NC(=O)CCC(=O)Nc1ccccc1Cl (stereo not given)	x	x	-2%	11
CS(=O)(=O)Nc1cccc(-c2nc(NCc3cccs3)c3ccccc3n2)c1	-1%	x	-8%	x
COc1ccc(S(=O)(=O)Nc2ccc3oc(C)c(C(=O)O)c3c2)cc1	3%	-1	2%	-1
COc1cc(C(=O)O)ccc1OCC(=O)N1CCOCC1	7%	-1	-4%	-18
COc1ccccc1OCc1nc(C#N)c(N2CCC(C(N)=O)CC2)o1	1%	0	2%	-29
O=C(N/N=C/c1ccc(N2CCOCC2)o1)c1ccccc1[N+](=O)[O-]	x	x	1%	9
CS/C(=N\S(=O)(=O)c1cccs1)Nc1ccc(F)cc1	x	6	-4%	34
Cc1ccc(NC(=O)c2cnn(-c3ccccc3)c2NC(=O)c2ccco2)cc1C	-2%	3	-7%	-24
COCCCNC(=O)CC1Oc2ccccc2NC1=O (stereo not given)	-3%	3	2%	-12

Other results follow.
compound	ALOX15B inhib	IMPase inh	12-hLO inh	PNC inhibitor
O=C(N/N=C/c1ccncc1)c1ccc(-n2cccc2)cc1	x	x	0%	u
COC(=O)c1ccc(Oc2cc(C)nc(NCc3ccccc3)n2)cc1	22%	-5	-2%	26
NS(=O)(=O)c1cc(C(=O)N2CCc3ccccc32)c(Cl)cc1Cl	-12%	3	0%	-9
CC1=NN(c2ccc(Cl)cc2)C(=O)C1C(c1ccccc1O)c1c(C)[nH]n(-c2ccc(Cl)cc2)c1=O (stereo not given)	x	3	u	-22
CC(=O)Nc1cccc(/C(C)=N/NC(=O)c2cccs2)c1	x	-14	-1%	-13
CC(C)n1c(C(=O)OCC(=O)NCc2ccc3c(c2)OCO3)cc2sccc21	-3%	4	u	-25
O=C1CCCCCN1C(=O)c1ccc(C(=O)N2CCCCCC2=O)cc1	-4%	4	1%	u
CCOC(=O)C1=C(C)OC(N)=C(C#N)C1c1ccc(OC)c(CSc2ccccn2)c1 (stereo not given)	x	4	0%	u
COCCCNCCCCOc1c(Cl)cc(C)cc1Br	27%	-2	-9%	-22
Cc1ccc(-n2c(=O)c3sccc3n(CC(=O)NCc3ccco3)c2=O)cc1	-2%	-1	-4%	2
CCC(C)C(NC=C1C(=O)OC(C)(C)OC1=O)C(=O)O (stereo not given)	-2%	2	3%	37
O=C(NC(Cc1ccccc1)c1nc2ccccc2[nH]1)c1ccc(Cl)c([N+](=O)[O-])c1 (stereo not given)	x	-9	-2%	10

New compounds follow
compound	ALOX15B inhib	IMPase inh	12-hLO inh	PNC inhibitor
COc1ccc(Cc2noc(-c3ccc(OC)c(OC)c3)n2)cc1OC	2%	10	-8%	-2
O=C(O)[C@H]1CCCC[C@H]1C(=O)Nc1ccc(Nc2ccccc2)cc1	x	u	-25%	-24
Cc1c(N/C(=N/S(=O)(=O)c2ccc(Cl)cc2)c2ccccc2)c(=O)n(-c2ccccc2)n1C	x	x	0%	u
O=C(NCc1ccc(F)cc1)C(Cc1ccccc1)NS(=O)(=O)c1cccs1 (stereo not given)	2%	-2	-6%	-29
CCCCOc1ccc(OC(=O)c2cccnc2)cc1	1%	-7	4%	-13
CCOC(=O)C1=C(O)/C(=C/c2ccc(-c3ccccc3C(=O)O)o2)SC1=Nc1ccc(OC)cc1	u	1	-15%	9
COc1cccc2c(=O)n(CC(=O)Nc3cccc(F)c3)ccc12	-10%	-23	-4%	10
CCN1CCc2nc(SCC(=O)Nc3ccc(OC)cc3)c(C#N)cc2C1	9%	1	0%	u
COC(=O)c1ccc(OC)c(CSc2nnc(COc3ccccc3)o2)c1	-1%	8	-2%	4
CN1CCN(Cc2nc3c(c(=O)n(C)c(=O)n3C)n2Cc2cccc3ccccc23)CC1	5%	2	-4%	u
CCNC(=O)c1cc2c(=O)n3cccc(C)c3nc2n(CCc2ccccc2)c1=N	-6%	-6	-9%	u
Cc1cccc(/C(N)=N/OC(=O)c2cccs2)c1	4%	1	6%	55

Going on with the list.
compound	ALOX15B inhib	IMPase inh	12-hLO inh	PNC inhibitor
CC(=O)Nc1nc(NC(C)=O)c2[nH]c(CO)nc2n1	-4%[11.4 µM]	x	-1%[11.4 µM]	x
CC(C)(C)C1CCC(C(=O)OCC(=O)c2ccc[nH]2)CC1 (stereo not given)	x	x	-2%	31
CCOc1ncccc1C(=O)OCCN1C(=O)c2ccccc2C1=O	-4%	-2	3%	-16
Cn1c(=O)c2c(nc(SCc3nn[nH]n3)n2Cc2ccccc2F)n(C)c1=O	x	1	16%	-19
Cc1ccc(CNC(=O)C(NS(=O)(=O)c2cccc3nsnc23)c2ccccc2)cc1 (stereo not given)	x	x	-3%	51
O=C1CN(C(=O)COC(=O)c2cccc(S(=O)(=O)NCc3ccccc3)c2)c2ccccc2N1	-6%	-2	2%	0
CCCc1cc(C(=O)Nc2ccccc2SC)no1	-19%	12	-4%	24
O=C(CSc1ccc(-c2ccco2)nn1)NCc1ccccc1	x	-29	3%	-24
CCOC(=O)c1nc2sc(C)c(C)c2c(=O)[nH]1	1%	-10	-1%	27
O=C(Cn1nc(C(F)F)cc1C(F)F)NNC(=S)Nc1ccc(Cl)cc1	37%[activator]	-6	-6%	37
CCOc1ccc(C2=[N+]([O-])C(C)(C)N(O)C2(C)C)cc1	x	1	-2%	23
O=C(Nc1ccc(O)c(-c2nc3ccccc3o2)c1)C1(c2ccccc2)CCCC1	2%	2	-3%	-10

Carrying on:
compound	ALOX15B inhib	IMPase inh	12-hLO inh	PNC inhibitor
C=CCOc1ccc(NC(=O)C(=O)NCCCn2ccnc2)cc1	9%	6	-10%	9
CC(Sc1ncc(C#N)c(N)n1)C(=O)Nc1ccccc1 (stereo not given)	1%	10	4%	-112*
Cc1cc(=O)[nH]c(SCC(=O)c2ccc(C)c(C)c2)n1	-22%	u	-1%	-26
C=CCn1c(SCC(=O)N(C)C2CCS(=O)(=O)C2)nnc1-c1ccncc1 (stereo not given)	3%	-1	-3%	-10
COc1ccccc1NC(=O)c1ccc(NC(=O)CSc2n[nH]c(N)n2)cc1	x	x	-1%	26
COc1cccc(C2(O)CCN(C(=O)C3CCC3)CC2)c1	-5%	-3	-3%	-29
CC(=O)N1CC=CC1(C)C(=O)O (stereo not given)	-3%	x	-4%&0%	70
COc1ccc(C2C(C#N)=C(N)Oc3cc(O)ccc32)cc1OC (stereo not given)	-15%	-2	-7%	-12
Cc1cccc(OCC(=O)NCCN2CCOCC2)c1	-23%	-2	-22%	-23
CC1=NN(c2ccc(C(F)(F)F)cn2)C(=O)C1	x	x	2%	13
COc1cc(C(=O)OCC(=O)NC2CCS(=O)(=O)C2)ccc1OCc1c(C)noc1C (stereo not given)	x	-3	-1%	12
COc1ccc(NC(=O)COc2nsnc2N2CCCCC2)cc1	-15%	3	-9%	15

Going on with the list.
compound	ALOX15B inhib	IMPase inh	12-hLO inh	PNC inhibitor
O=C(NCCN1CCOCC1)c1csc2c1CCCC2	6%	-3	6%	18
Cn1cccc1C(=O)N1CCN(c2cccc(C(F)(F)F)c2)CC1	-1%	-2	-9%	-7
CCNc1ccc(C(=O)Nc2ccc3nc(C)sc3c2)cc1[N+](=O)[O-]	x	x	-4%	-1
CCOC(=O)Cc1nnc(NC(=O)CSc2ccc(C)cc2)s1	x	-3	6%	-11
CC(=O)O[C@]1(C(C)=O)CC[C@H]2[C@@H]3C[C@H](C)C4=CC(=O)CC[C@]4(C)[C@H]3CC[C@@]21C	-8%	x	-6%&1%	13
CCc1nn(C(C)C(=O)N2CCc3ccccc3C2)c(=O)c2cc3occc3n12 (stereo not given)	-6%	1	-4%	u
CC(C)NS(=O)(=O)c1ccc(OCC(=O)NCCC2=CCCCC2)cc1	1%	6	0%	-25
CCC(C(=O)Nc1ccccc1OC)n1c(C(=O)OC)cc2ccsc21 (stereo not given)	-9%	7	-9%	20
Cc1cccc(Cn2c(=O)n(CCCC(=O)NCc3ccco3)c(=O)c3ccccc32)c1	x	x	-3%	-28
CCn1c(SCC(=O)Nc2c(C)n(C)n(-c3ccccc3)c2=O)nnc1-c1cccc(C)c1	1%	5	1%	3
Nc1nc(SCC(=O)N2CCc3ccccc32)[nH]c(=O)c1-c1ccccc1	-3%	14	3%	-107*
CCN(CC)c1ccc(NC(=O)CN2CCN(c3ccccc3F)CC2)cc1	-3%	-3	6%	21

Next section
compound	ALOX15B inhib	IMPase inh	12-hLO inh	PNC inhibitor
CCCCn1nnnc1NCc1cccc(OC)c1OC	1%	-4	-4%	7
COc1ccc(NC(=O)CN(C)S(=O)(=O)c2ccc(Cl)cc2)c([N+](=O)[O-])c1	-1%	-2	-4%	0
Cn1c(=O)c([N+](=O)[O-])c(NCCc2ccccc2)c2ccccc21	x	-3	-5%	u
CCn1ncc(C2=NOC(C(=O)NCc3ccc(OC)cc3)C2)c1C (stereo not given)	-4%	2	-4%	35
COc1ccc(NC(=O)CSc2nnc(-c3ccccc3)n2N)cc1	x	-10	4%	-100*
Cc1[nH]c(=O)[nH]c(=O)c1S(=O)(=O)N1CCCC(C(=O)NCc2ccco2)C1 (stereo not given)	7%	-5	-2%	6
N[C@@H](Cc1cc(-c2ccc(Cl)cc2Cl)cc(CP(=O)(O)O)c1O)C(=O)O	6%	1	-8%	x
CN1C(=O)c2ccc(C(=O)NCc3ccccc3)cc2C1=O	-19%[11.4 µM]	1[1.84 µM]	4%	-92*
COC(=O)c1sc(NC(=O)/C=C/c2ccc(C)o2)nc1C	x	x	-1%	-19
Oc1ccc(Cl)cc1-c1cc(-c2ccccc2Cl)[nH]n1	x	-13	-19%	-26
